Screens (PubChem)
GPR151 activ = activators of human GPR151, primary screen, cell-based, PathHunter beta-arrestin, luminescence. G-protein coupled receptor 151 (Homo sapiens), Q8TDV0. PathHunter beta-arrestin GPR151 cells. activation, % at 11.2 µM. 650,000 tested, 1% active. AID 1508602, 2020; in the data active = activation above about 4.9%;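 also: 0% = median of compound wells and 100% = cells with positive control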
Target sequence (Q8TDV0 whole entry, looked up): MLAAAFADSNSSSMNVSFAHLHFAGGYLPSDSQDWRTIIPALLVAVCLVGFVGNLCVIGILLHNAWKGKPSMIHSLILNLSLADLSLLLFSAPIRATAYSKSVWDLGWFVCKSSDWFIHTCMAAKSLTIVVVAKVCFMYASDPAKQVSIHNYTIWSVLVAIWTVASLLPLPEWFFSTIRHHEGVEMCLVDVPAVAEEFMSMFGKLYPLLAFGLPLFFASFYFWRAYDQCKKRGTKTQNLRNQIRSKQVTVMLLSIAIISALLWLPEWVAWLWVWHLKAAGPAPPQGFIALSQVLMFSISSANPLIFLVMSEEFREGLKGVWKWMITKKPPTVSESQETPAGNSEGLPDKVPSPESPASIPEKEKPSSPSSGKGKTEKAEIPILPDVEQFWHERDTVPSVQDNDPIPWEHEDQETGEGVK
TEAD-YAP block = TEAD-YAP interaction inhibition, primary screen, TEAD-YAP interaction inhibitor project, luminescence, HEK-TIYL cells | TEAD-Gal4/YAP UAS-luciferase luminescence | inhibition, % at 9.12 µM | 640,000 tested, 1.4% active; in the data active = inhibition above about 32%;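 also: 0% = median of test compound wells and 100% = reference inhibitor wells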
MITF inh = MITF inhibitors, primary screen, biochemical, AlphaScreen, human | Microphthalmia-associated transcription factor (Homo sapiens), O75030 | AlphaScreen MITF homodimerization, bead proximity signal | inhibition, % at 2.6 µM | 650,000 tested, 0.91% active | AID 1259374, 2018; in the data active = inhibition above about 50%;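 also: 0% = vehicle wells with protein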
Target sequence (O75030 whole entry, looked up): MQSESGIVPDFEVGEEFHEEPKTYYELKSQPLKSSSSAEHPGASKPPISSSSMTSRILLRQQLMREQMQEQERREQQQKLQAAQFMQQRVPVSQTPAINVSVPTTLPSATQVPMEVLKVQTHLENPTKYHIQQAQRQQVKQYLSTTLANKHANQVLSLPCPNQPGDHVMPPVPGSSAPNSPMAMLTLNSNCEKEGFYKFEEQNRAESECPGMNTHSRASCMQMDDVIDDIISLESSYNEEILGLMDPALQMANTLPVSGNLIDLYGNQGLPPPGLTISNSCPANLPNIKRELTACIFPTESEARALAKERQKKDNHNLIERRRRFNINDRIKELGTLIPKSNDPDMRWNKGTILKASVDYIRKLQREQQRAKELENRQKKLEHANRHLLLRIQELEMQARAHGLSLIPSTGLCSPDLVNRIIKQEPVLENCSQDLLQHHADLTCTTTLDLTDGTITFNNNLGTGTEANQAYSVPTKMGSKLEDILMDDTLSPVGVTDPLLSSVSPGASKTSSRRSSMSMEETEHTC
FBW7 activator = FBW7 E3 ligase activators, primary screen, biochemical, AlphaScreen, human. AlphaScreen FBW7–phospho-cyclin E peptide binding, activator screen. AID 1259310, 2017. normalized activity (activation), % at 26.1 µM. 650,000 tested, 0.13% active. F-box/WD repeat-containing protein 7 (Homo sapiens), Q969H0; in the data active = normalized activity above about 1.9%;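 also: purified mutant Fbw7 with reduced substrate affinity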
* = called active by the depositor; & = joins results of further samples.

Each structure is followed by: GPR151 activ, TEAD-YAP block, MITF inh, FBW7 activator
CN=C1SC(CC(N)=O)C(=O)N1C (stereo not given)
 : -1.5&-1.0, 7&3, 1&10, 0.7&0.1
CNC(=O)C1CCN(c2ccc(S(C)(=O)=O)cc2-n2cccc2)CC1
 : 0.0, 15, 8, 0.3
CCOC(=O)C(C)(C)N(Cc1ccccc1C)S(=O)(=O)c1cccc([N+](=O)[O-])c1
 : -2.4, -7, 7, 0.0
COC(=O)c1cccc(Nc2cc(C)nc3c(C)cc(C)cc23)c1
 : -1.3, -2, -2, -0.4
CN1CC(=O)N2CCN(C(=O)c3cccc(F)c3F)C[C@@H]2C1=O
 : 0.7, -6, -2, 1.0
C=C1CN=C(N(C(C)=O)c2ccccn2)S1
 : -1.6, -14, 1, -0.2
O=C(NCCC1CCCCN1S(=O)(=O)c1ccccc1)Nc1ccc(Cl)cc1 (stereo not given)
 : 8.1*, 6, 8, -0.1
N#Cc1c(N)nc2c(c1-c1cccc([N+](=O)[O-])c1)CCCCCC2
 : -0.4, 9, 8, 0.4
COc1ccc(-c2csc(=Nc3ccccc3)n2C)cc1
 : 0.9, -28, 33, -0.3
COc1ccc(NC(=O)CCN2C(=O)c3ccccc3C2=O)c(OC)c1
 : 0.2, -9, -10, 0.7
CCOC(=O)c1c(-c2ccccc2)csc1NC(=S)NC(=O)N(C)C
 : 1.3, -7, 2, 0.1
CC1CCN(Cc2nnnn2CCCC(=O)NCc2ccc(Cl)s2)CC1
 : 0.4, -6, 11, 0.4
O=C(c1ccco1)n1nc(-c2cccnc2)nc1NCc1cccs1
 : -1.6, 9, 0, -0.2
c1ccc(C2=NC(c3ccccc3)(c3ccccc3)c3ccccc3N2)cc1
 : -0.4, -3, -7, -0.2
CCCCn1c(COc2ccccc2)nnc1SCC(N)=O
 : 0.3, -9, 0, 0.1

Later entries
Each structure is followed by: GPR151 activ, TEAD-YAP block, MITF inh, FBW7 activator
Cc1ccc(S(=O)(=O)N2CCOCC2)cc1-c1n[nH]c(=S)n1-c1ccccc1
 : 1.0, 4, 16, 0.1
O=C(NS(=O)(=O)c1ccc(Br)cc1)C(=O)c1c(O)[nH]c2ccccc12
 : -2.3, -21, 26, 0.1
COc1ccc2nc(N3CCN(C(=O)c4ccc(Br)s4)CC3)sc2c1
 : 2.1, -3, 5, 0.0
COc1ccccc1N1C(=O)c2cccc3cc([N+](=O)[O-])cc(c23)C1=O
 : -0.1, 6, 13, 0.1
Cc1ccc(CNC(=O)C2CCCCC2C(=O)O)cc1 (stereo not given)
 : -1.5, -2, -7, -0.2
O=C(/C=C/Nc1cccc(Br)c1)c1ccco1
 : 1.0, -25, 11, 0.2
Cc1nc(C)c(C(=O)NNC(=O)c2cccc([N+](=O)[O-])c2C(=O)O)s1
 : 0.9, 2, -15, -0.1
COc1ccc(C2C(C(=O)NC3CCCCCC3)c3ccccc3C(=O)N2C)cc1 (stereo not given)
 : -0.8, 1, -12, -0.1
COc1ccc(/C=C/C2=NC(=C\c3cccc([N+](=O)[O-])c3)/C(=O)O2)cc1
 : 0.4, -19, -1, -0.2
Cc1onc(-c2c(Cl)cccc2Cl)c1C(=O)Nc1cc(=O)n(C)c(=O)n1C
 : 1.1, 6, 15, 0.2
COc1cc([N+](=O)[O-])cc(C=Nc2cccc(C)c2)c1O
 : 0.8, -2, -2, -0.1
Cc1nnc(NC(=O)CSc2ccccc2)s1
 : 1.1, -16, 20, 0.5
CC(=O)Nc1cccc(-c2nc(-c3ccccc3)nc3ccccc23)c1
 : 0.6, 5, 15, 1.9*
O=C(CSCc1cccc(Br)c1)N/N=C/c1ccc2c(c1)OCO2
 : 0.7, -1, 20, 0.5
Cc1ccc(S(=O)(=O)N2CCN(C(=O)CN3CCCC3)C2)cc1
 : -1.8, 3, 3, 0.6

Remaining list, next part
Each structure is followed by: GPR151 activ, TEAD-YAP block, MITF inh, FBW7 activator
O=C(c1ccccc1Br)N1N=C2CCCCC2C1(O)C(F)(F)F (stereo not given)
 : 3.3, 3, 16, 0.7
O=C(O)c1cc(-c2ccccc2Cl)n[nH]1
 : -0.4, 1, 4, -0.2
CC(C)(C)NC(=O)Cn1c(SCC(=O)N2CCOCC2)nc2ccccc21
 : 0.8, 6, 9, 0.3
c1cc2c(cc1CN1CCCCCC1)OCO2
 : 0.3, -1, 19, 0.0
O=C(Nc1ccc(Oc2ccc(Cl)c3ccccc23)c(Cl)c1)c1cc(Cl)ccc1NS(=O)(=O)c1ccc(Cl)cc1
 : 1.1, -6, -14, 0.0
COc1ccc(/C=C(\C#N)C(=O)Nc2sc3c(c2C(N)=O)CCC3)cc1
 : -0.8, 11, 3, -0.1
COc1cc(OC)c(NC(=O)Cn2ncc3ccccc32)cc1Cl
 : -1.0, 5, 8, 0.3
COc1ccccc1-c1cc(C(F)F)n2ncc(C(=O)NCc3cccnc3)c2n1
 : -0.6, -14, -12, 0.8
O=C(NCc1ccccc1)C(c1ccccc1)N(Cc1cccnc1)C(=O)c1csnn1 (stereo not given)
 : 0.9, -4, 21, 6.9*
Cc1cc2c(cc3c(=O)n(CC(=O)N4CCCCCC4)nc(C)n32)s1
 : 2.9, 5, 20, 0.0
Cc1ccccc1N(C=O)C(=O)C1C(C)C2C=CC1C21CC1 (stereo not given)
 : -1.2, -4, -14, 0.0
O=C1NC2=C(C(=O)N(CCN3CCCCC3)C2)C(c2ccc(F)cc2)N1 (stereo not given)
 : 0.5, 1, -8, 0.0
Cc1ccc(CNS(=O)(=O)c2c(C)[nH]c(=O)[nH]c2=O)cc1
 : 0.7, -7, 0, -0.2
CCCCN(CCCC)Cc1c(C(=O)OC)nnn1-c1nonc1N
 : -1.1, 0, 3, 0.0
OC1(c2ccc3ccccc3c2)CCN(Cc2ccccc2)C1 (stereo not given)
 : 1.0, 1, 4, -0.1

Carrying on.
| SMILES | GPR151 activ | TEAD-YAP block | MITF inh | FBW7 activator |
| --- | --- | --- | --- | --- |
| O=C(CN1c2cccc3cccc(c23)S1(=O)=O)NCC1CCCCC1 | 1.8 | 0 | -13 | 0.1 |
| Cc1nnc(N2C(=O)C(O)=C(C(=O)c3cccs3)C2c2cccc([N+](=O)[O-])c2)s1 (stereo not given) | 2.7 | 4 | 8 | 0.1 |
| Cc1c(C(=O)NCCSc2nncn2C)cnn1-c1ccccc1 | -0.7 | -6 | 10 | 0.1 |
| C=C(C)c1cccc(C(C)(C)NC(=O)N2CCOCC2)c1 | -0.3 | 9 | -4 | 0.2 |
| CCOc1ccc(/C=C(/C#N)C(=O)Nc2ccc(O)cc2)cc1OCC | 0.4 | 15 | -2 | -0.1 |
| CCc1ccc(OCC2c3cc(OC)c(OC)cc3CCN2C(=O)Cc2ccc(OC)c(OC)c2)cc1 (stereo not given) | -0.7 | -16 | -4 | -0.1 |
| CC(C)NC(=O)CC(=O)N/N=C/c1ccc(OCc2ccc(Cl)cc2)cc1 | -0.4 | -24 | -5 | -0.1 |
| O=C(c1ccc2c(c1)OCCO2)C1CCN(S(=O)(=O)c2ccc(F)cc2)CC1 | 0.4 | -9 | 6 | -0.2 |
| Cc1c(C(=O)Nc2ccc(I)cc2)sc2ncn(CC(=O)N3CCCC(C)C3)c(=O)c12 (stereo not given) | -0.8 | -5 | -10 | 0.1 |
| O=C1NC(=O)N(c2ccccc2)C(=O)/C1=C\c1ccc(-c2cccc(C(=O)O)c2)o1 | -1.2 | -5 | 20 | 0.0 |

Later entries
| SMILES | GPR151 activ | TEAD-YAP block | MITF inh | FBW7 activator |
| --- | --- | --- | --- | --- |
| CCCc1cc(C(=O)Cc2ccc(Br)cc2)c(O)cc1O | 1.8 | 9 | -3 | 0.2 |
| Nc1cccc2c(=O)c3ccccc3[nH]c12 | -0.3 | -2 | 22 | -0.1 |
| CCCN(C/C=C/c1ccccc1OC)CCO | 1.2 | 11 | 38 | 0.0 |
| COc1ccccc1CCNC(=O)c1cc(COc2c(F)cccc2F)on1 | -0.2 | 4 | -6 | -0.1 |
| COc1ccc(N(CC(=O)NCc2ccco2)S(=O)(=O)c2ccc(OC)c(OC)c2)cc1 | 1.1 | 8 | -1 | -0.2 |
| CCC(=O)NC(C)C(c1cccs1)N1CCN(c2ccccc2OC)CC1 (stereo not given) | -1.0 | 8 | 5 | -0.1 |
| c1ccc(Nc2nc(Nc3ccc(N4CCOCC4)cc3)c3ncn(-c4ccsc4)c3n2)cc1 | 2.7 | 39* | 6 | 0.3 |
| COc1ccc(C(=O)Nc2nnc(-c3cccs3)s2)cc1 | 0.3 | -60 | 1 | -0.1 |
| O=c1cc(N2CCN(c3ccccc3)CC2)[nH]c(=O)n1C1CCCCC1 | -0.2 | 22 | 16 | 1.0 |
| O=C1NC(=S)N/C1=C\c1ccc(I)o1 | -0.9 | 8 | 25 | 1.1 |

New compounds follow:
| SMILES | GPR151 activ | TEAD-YAP block | MITF inh | FBW7 activator |
| --- | --- | --- | --- | --- |
| CCOc1ccc(-c2ccc(SCC(=O)NCc3ccco3)nn2)cc1 | -0.1 | -39 | -2 | 0.0 |
| CCOc1ccc(Br)cc1C1C2=C(CCCC2=O)N(CC(=O)O)C2=C1C(=O)CCC2 | -0.1 | 4 | -12 | 1.9* |
| CCOC(=O)CC(C(C)C)N(Cc1ccc(Cl)c([N+](=O)[O-])c1)S(=O)(=O)c1ccc(Br)cc1 (stereo not given) | 0.8 | -8 | -3 | 0.0 |
| O=C(N/C(=C/c1ccco1)C(=O)N1CCOCC1)c1ccccc1Br | 1.0 | -10 | 7 | -0.1 |
| N#Cc1cccc(NS(=O)(=O)c2ccc(S(=O)(=O)N3CCOCC3)cc2)c1 | -1.8 | 3 | 17 | 0.2 |
| COc1ccc(/C=C(/NC(=O)c2ccccc2)C(=O)O)cc1O | 0.1 | -7 | 7 | -0.1 |
| CCC(CC)N=C1NS(=O)(=O)c2cc([N+](=O)[O-])ccc21 | -0.1 | 11 | 9 | 0.3 |
| COc1ccc(NC(C)=O)cc1C | 1.8 | 4 | 4 | 0.1 |
| CC(=O)c1ccc(NC(=S)NC2CCCC2)cc1 | 0.4 | -40 | 2 | 0.0 |
| CC(C)CC(OC(=O)CC1Sc2ccccc2NC1=O)C(=O)NC1CCCC1 (stereo not given) | -0.4 | 8 | 8 | 0.2 |

More structures follow.
| SMILES | GPR151 activ | TEAD-YAP block | MITF inh | FBW7 activator |
| --- | --- | --- | --- | --- |
| O=c1ccc(-c2ccccc2)cn1Cc1ccccc1 | 2.9 | 2 | -6 | -0.1 |
| COCCCNC(CC(=O)Nc1ccc(OC)cc1OC)C(=O)O (stereo not given) | 3.1 | 3 | 8 | 0.1 |
| CCCCc1ccc(C2=N/C(=C\c3cccs3)C(=O)O2)cc1 | 0.7 | 2 | -4 | 0.2 |
| O=C(Nc1ccc(OCc2ccccc2)cc1)c1ccc(F)cc1 | -1.7 | -5 | 3 | 0.7 |
| CC1CCCC(NC(=O)c2cc(S(=O)(=O)N3CCOCC3)ccc2F)C1C (stereo not given) | 1.2 | -15 | 4 | -0.2 |
| O=C(Cc1ccc([N+](=O)[O-])cc1)Nc1ccccc1C(=O)N1CCCC1 | 0.4 | 4 | 8 | 0.1 |
| O=C1NC2(CCN(Cc3ccco3)CC2)Nc2ccccc21 | -1.1 | 0 | 20 | 0.4 |
| O=C(NCc1cccc(C(F)(F)F)c1)c1csc(Nc2ccncc2)n1 | -3.2 | -6 | -7 | 0.0 |
| COc1ccc(OC)c(-c2cccc(OC3CCN(S(C)(=O)=O)CC3)c2)c1 | 4.0 | -1 | 3 | -0.1 |
| COCCN(Cc1cc2cc3c(cc2[nH]c1=O)OCO3)C(=O)c1cccc(F)c1 | -1.0 | 7 | 13 | 0.6 |

Later entries
| SMILES | GPR151 activ | TEAD-YAP block | MITF inh | FBW7 activator |
| --- | --- | --- | --- | --- |
| Cc1nnc(-c2ccc(N3CCCCC3)c([N+](=O)[O-])c2)o1 | 2.3 | -35 | 15 | 0.4 |
| Cc1cc(N2CCN(c3nc4ccccc4s3)CC2)nc(-c2ccccc2)n1 | 0.3 | -3 | -2 | -0.1 |
| CCN(CC)CCNCC(=O)Nc1nc(C)cs1 | 0.9 | 2 | -6 | -0.3 |
| O=C(COc1ccccc1)NC(/C=C/c1ccccc1)c1cc(Cl)c2cccnc2c1O (stereo not given) | -1.1 | 9 | -2 | -0.1 |
| O=C(CSc1ccccc1C(=O)O)Nc1ccc(C(F)(F)F)cc1 | 0.0 | 1 | 5 | -0.1 |
| N#Cc1ccc(NC(=O)c2cc3n(n2)C(C(F)(F)F)CC(c2ccc(Cl)c(Cl)c2)N3)cc1 (stereo not given) | -0.6 | -9 | -13 | 0.1 |
| COc1cccc(-n2c(SCC(=O)Nc3nc(C)cs3)nnc2-c2ccccn2)c1 | -0.9 | 2 | 22 | 0.1 |
| Nc1ncc(-c2ccncc2)nc1NCCCN1CCOCC1 | -0.1 | 0 | 6 | 0.5 |
| NC(=O)c1c(NC(=O)Cc2cccc3ccccc23)sc2c1CCCC2 | -2.1 | -5 | -7 | 0.1 |
| COc1ccc(C2C(C#N)=C(N)Oc3cc(N)ccc32)c(OC)c1 (stereo not given) | -0.7 | 7 | -13 | -0.3 |
